Assay outcomes deposited in PubChem by The Scripps Research Institute Molecular Screening Center.
AHR act: AHR activators, primary screen, cell-based, luminescence, luciferase reporter, human. Aryl hydrocarbon receptor (Homo sapiens), P35869. AHR-responsive luciferase reporter cells. actives 2.5% (n = 320,000). AID 2796, 2010. activation, % at 5 µM; in the data active = activation above about 47%;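 note: 0% = vehicle wells and 100% = reference agonist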
Target sequence (P35869 whole entry, looked up): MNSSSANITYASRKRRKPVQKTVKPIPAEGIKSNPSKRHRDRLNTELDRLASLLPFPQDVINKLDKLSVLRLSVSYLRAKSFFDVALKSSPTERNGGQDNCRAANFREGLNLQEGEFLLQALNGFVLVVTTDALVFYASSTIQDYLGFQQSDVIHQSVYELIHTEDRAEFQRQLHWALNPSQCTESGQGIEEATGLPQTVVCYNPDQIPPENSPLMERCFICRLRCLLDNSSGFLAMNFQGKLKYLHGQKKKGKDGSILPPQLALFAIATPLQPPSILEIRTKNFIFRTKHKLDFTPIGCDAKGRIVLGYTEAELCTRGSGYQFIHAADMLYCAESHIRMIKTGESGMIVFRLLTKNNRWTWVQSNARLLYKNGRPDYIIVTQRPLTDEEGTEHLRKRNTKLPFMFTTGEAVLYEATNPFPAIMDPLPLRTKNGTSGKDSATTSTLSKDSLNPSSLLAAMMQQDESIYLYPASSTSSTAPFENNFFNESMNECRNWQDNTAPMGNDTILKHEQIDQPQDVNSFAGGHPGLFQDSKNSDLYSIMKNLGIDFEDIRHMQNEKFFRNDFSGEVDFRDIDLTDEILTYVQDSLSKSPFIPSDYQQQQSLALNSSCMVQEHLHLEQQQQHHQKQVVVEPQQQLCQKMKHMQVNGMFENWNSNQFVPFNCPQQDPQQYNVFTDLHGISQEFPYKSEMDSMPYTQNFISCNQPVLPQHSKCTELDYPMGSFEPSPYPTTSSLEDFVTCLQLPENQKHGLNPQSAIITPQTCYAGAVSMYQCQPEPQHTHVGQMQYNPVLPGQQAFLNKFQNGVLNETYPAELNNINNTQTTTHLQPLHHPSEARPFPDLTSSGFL
TPT1 inhibitor: Candida albicans TPT1 enzyme inhibitors, primary screen, biochemical, fluorescence polarization | tRNA 2'-phosphotransferase TPT1 (Candida albicans SC5314) | recombinant caTPT1, FP RNA substrate dephosphorylation | inhibition, % at 5 µM | actives 0.81% (n = 300,000) | AID 1962, 2009;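 active = inhibition above the mean of all tested compounds plus 3 SD, set per screening campaign, cut at about 24% in these data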;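 note: plate controls were DMSO alone for no effect and ferristatin control at 100 nM for full effect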
PP1 counter: PP1-alpha phosphatase inhibitors, primary screen, counter-screen for PP5 inhibitor project, biochemical, fluorescence, OMFP substrate, single point | Serine/threonine-protein phosphatase PP1-alpha catalytic subunit (Homo sapiens), P62136 | purified PP1alpha | inhibition, % at 6.7 µM | actives 0.9% (n = 320,000) | AID 2235, 2010;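 active = inhibition above the mean inhibition of all tested compounds plus 3 SD, computed separately for each screening campaign, cut at about 15% in these data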
PAFAH2 FP inh: PAFAH2 enzyme inhibitors, primary screen, biochemical, fluorescence polarization, human; Platelet-activating factor acetylhydrolase 2, cytoplasmic (Homo sapiens), Q99487; recombinant PAFAH2, FP-rhodamine activity probe; inhibition, % at 3.39 µM; actives 0.99% (n = 340,000);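 active = inhibition above the mean over all tested compounds plus 3 SD, cut at about 30% in these data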;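 note: inhibitors block probe labeling of enzyme so polarization drops; 0% = enzyme with DMSO and 100% = wells lacking PAFAH2 protein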
CTSL1 counter: Fasciola hepatica cathepsin L1 inhibitors, primary screen, counter-screen for PFM18AAP inhibitor project, biochemical, QFRET, fluorogenic peptide substrate; AID 1906, 2009; inhibition, % at 5.96 µM; recombinant F. hepatica cathepsin L1, Z-Leu-Arg-MCA fluorescence; actives 0.49% (n = 300,000);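 active = inhibition above the mean of all tested compounds plus 3 SD, set per screening campaign, cut at about 17% in these data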;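 note: 0% = plate median of test compound wells and 100% = 1 µM Z-Phe-Ala-diazomethylketone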
core dimer inh: inhibitors of HCV core protein dimerization, primary screen, biochemical, TR-FRET, high-throughput. TR-FRET GST/Flag-core106 dimerization, 1536-well. inhibition, % at 5 µM. actives 0.33% (n = 300,000). AID 1899, 2009;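 active = inhibition above the mean of all tested compounds plus 3 SD, set per screening campaign, cut at about 45% in these data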
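System: GST/Flag-tagged HCV core106 proteins. Incubation: compound-protein-antibody incubation 4 h at 22.5 °C. Technique: HTRF with 340 nm excitation, 617/671 nm emission. Medium: KF-containing HEPES buffer, pH 7.45, DTT, CHAPS, BSA. Read-out: inhibition (%) from 671 over 617 nm ratio. Also added: Eu(K)-anti-GST 90 ng/mL plus XL665-anti-Flag 1 µg/mL.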
proCasp7 act: procaspase-7 activators, primary screen, counter-screen for procaspase-3 activator project, biochemical, absorbance, HTS, human; Caspase-7 (Homo sapiens), P55210; AID 463210, 2010; recombinant procaspase-7, Ac-DEVD-pNA absorbance 405 nm; D23A/D198A/D206A triple mutant, cannot self-cleave; scale: DMSO 0, 5 µM enzyme 100; actives 0.093% (n = 330,000); activation, % at 8.5 µM;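 active = percent activation above the screen-wide mean plus 3 SD, cut at about 25% in these data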
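Assay system: Uncleavable procaspase-7 mutant enzyme / Input: 2 µM procaspase-7 mutant as dispensed / Dosing: single nominal 8.5 µM compound dose, 0.8% DMSO final / Timing: 1 h enzyme–compound preincubation and 2 h substrate reaction, both 25 °C / Detection: p-Nitroaniline absorbance at 405 nm, read at 0 and 120 min / Replication: singlicate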
PP5 primary: PP5 phosphatase inhibitors, primary screen, biochemical, fluorescence; actives 0.18% (n = 320,000); inhibition, % at 6.7 µM; Serine/threonine-protein phosphatase 5 (Homo sapiens), P53041; purified PP5c, OMFP substrate fluorescence;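 active = inhibition above the campaign's mean inhibition across all tested compounds plus 3 SD, cut at about 9.5% in these data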;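 note: 0% = DMSO only and 100% = 100 µM cantharidin control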
proCasp3 act: activators of human procaspase-3 D3A mutant, primary screen, biochemical, absorbance, PC-3 D3A mutant, single concentration; AID 463141, 2010; actives 0.11% (n = 330,000); Caspase-3 (Homo sapiens), P42574; activation, % at 8.5 µM; recombinant procaspase-3 D3A, Ac-DEVD-pNA absorbance 405 nm;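 active = activation above the mean of all tested compounds plus 3 SD, cut at about 21% in these data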;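 note: 0% = DMSO alone and 100% = DMSO wells spiked with extra 5 µM PC-3 D3A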
Target sequence (P42574 whole entry D9A/D28A/D175A): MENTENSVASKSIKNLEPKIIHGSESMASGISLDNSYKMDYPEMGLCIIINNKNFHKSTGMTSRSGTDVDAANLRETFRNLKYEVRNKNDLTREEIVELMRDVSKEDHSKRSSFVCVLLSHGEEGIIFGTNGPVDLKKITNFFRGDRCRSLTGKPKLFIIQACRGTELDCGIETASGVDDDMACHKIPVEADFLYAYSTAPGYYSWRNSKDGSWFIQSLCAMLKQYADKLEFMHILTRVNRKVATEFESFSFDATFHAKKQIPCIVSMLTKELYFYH
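Assay system – Procaspase-3 D3A mutant · Benchmarks – DMSO low control, extra-enzyme high control · Technique – 405 nm absorbance of p-nitroaniline, reads at 0 and 120 min · Doses – 8.5 µM nominal · Measure – % activation between DMSO and enzyme-spiked controls · Also added – Ac-DEVD-pNA chromogenic peptide substrate · Schedule – 1 h compound preincubation, 2 h substrate hydrolysis at 25 °C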
* marks the source's active call; other numbers are inactive results; / = not tested or not shown.

SMILES	AHR act	TPT1 inhibitor	PP1 counter	PAFAH2 FP inh	CTSL1 counter	core dimer inh	proCasp7 act	PP5 primary	proCasp3 act
Cc1ccc(N2CC(C(=O)NC3=NCCS3)CC2=O)cc1C (configuration not stated)	5	0	2	-9	-4	-5	-11	3.0	6
Cc1nc2ccccn2c(=O)c1NC(=O)c1cccs1	4	1	-5	-1	-1	-5	-3	0.4	-1
CCCCC(=O)N(c1ccc(C)c(C)c1)C1C=CS(=O)(=O)C1 (configuration not stated)	-1	0	-1	-5	-1	0	-8	2.1	0
O=S(=O)(Nc1ncnc2scc(-c3ccc(F)cc3)c12)c1cc(F)ccc1F	2	2	-2	6	2	17	3	-1.0	1
COc1ccccc1CNc1nc(S(=O)(=O)c2ccccc2)c(Cl)s1	29	0	2	2	0	6	6	3.2	-6
CCOc1ccc(N2C(=O)S/C(=C\c3ccc(O)c(OCC)c3)C2=O)cc1	-3	46*	2	2	6	0	-5	2.5	3
CN(C)CCCN(C(=O)c1cc2cc([N+](=O)[O-])ccc2s1)c1nc2cc3c(cc2s1)OCCO3	-8	-3	5	8	2	-5	-1	0.7	-5
Cc1cc(-c2ccccc2)nc(N/N=C/c2ccco2)n1	5	2	-4	6	9	0	0	-0.4	4
COc1ccc(C(=O)OCCN2CCOCC2)cc1	2	0	0	-1	-4	-4	3	-0.7	5
CN(CC(=O)Nc1ccccc1Cl)C(=O)COC(=O)CSc1ccc(Cl)cc1	1	/	-1	4	/	/	-1	2.3	10
COc1ccc(C(=O)COC(=O)CCn2nnc(-c3cccs3)n2)cc1	0	2	-2	1	-29	3	17	2.4	-4
CN(CC(=O)Nc1cc(Cl)ccc1Cl)C1CCS(=O)(=O)C1 (configuration not stated)	3	/	-1	10	/	/	6	0.5	-2
CCOC(=O)C1CCN(C(=O)C2CCN(c3nn4c(=O)cc(C)nc4s3)CC2)CC1	0	-1	-2	-3	-4	-2	-11	0.0	4
COc1ccc(N2CC(NC(=O)N3CCc4ccccc43)CC2=O)cc1OC (configuration not stated)	10	0	-7	1	0	1	7	-1.3	-6
CCOC(=O)[C@@H]1[C@H]2COc3cc(OC)ccc3[C@H]2N2C(=O)N(c3ccc(Cl)cc3)C(=O)[C@]12C	0	/	/	7	/	/	14	/	2
Cc1ccc(C2=NCCn3c2c2ccc(C(F)(F)F)cc2[n+]3[O-])cc1	38	-4	1	8	2	3	-7	1.6	14
COc1ccc(CCNC(=O)C2CC3Cn4c(nc5ccccc54)C3N2c2ccccc2)cc1 (configuration not stated)	1	6	-2	8	1	-15	-2	0.5	9
CCOC(=O)C1(Cc2ccccc2)CCN(Cc2cnn(CC)c2)CC1	1	0	2	-6	-2	-10	3	3.2	5
CCC(C)Sc1nnc(CSc2nc(C)cc(C)n2)n1C (configuration not stated)	1	-2	3	4	-1	-4	4	2.5	-1
COC(=O)C(NC(=O)COc1ccccc1)(Nc1nc2c(s1)CCCC2)C(F)(F)F (configuration not stated)	4	-3	-3	3	-1	-8	-5	3.2	-4
COc1ccc(OC)c(S(=O)(=O)NCc2ccccn2)c1	1	-1	-2	-9	-4	-1	4	2.7	0
Cn1cccc1/C=N/N1CCN(c2ccccn2)CC1	2	3	-1	-1	4	-10	-32	-2.8	-22
Cn1cccc/c1=N\c1cccc[n+]1C	1	0	-6	/	3	2	-4	1.4	-2
COc1cccc(OC)c1C(=O)NNC(=O)c1ccccc1-n1cccc1	7	0	-4	1	-3	0	2	3.4	5
CCOc1ccc(/C=N/Nc2nc(=O)[nH]nc2C)cc1OC	29	-3	0	6	6	-10	-2	0.8	-5

Three of the entries above in order of their number in PAFAH2 FP inh, highest first.
SMILES	PAFAH2 FP inh
COc1ccc(CCNC(=O)C2CC3Cn4c(nc5ccccc54)C3N2c2ccccc2)cc1 (configuration not stated)	8
O=S(=O)(Nc1ncnc2scc(-c3ccc(F)cc3)c12)c1cc(F)ccc1F	6
Cc1nc2ccccn2c(=O)c1NC(=O)c1cccs1	-1

Next entries:
SMILES	AHR act	TPT1 inhibitor	PP1 counter	PAFAH2 FP inh	CTSL1 counter	core dimer inh	proCasp7 act	PP5 primary	proCasp3 act
O=C(CN(c1ccccn1)S(=O)(=O)c1ccc(F)cc1)Nc1ccc(F)cc1F	1	-1	-3	-5	0	-5	-3	0.1	4
Cc1cn2c(nc(=O)c3cccnc32)s1	5	-2	4	11	10	-5	0	-7.7	-4
COc1ccc(CNC(=S)NCc2ccc(F)cc2)cc1OC	-1	-3	-2	-1	1	-1	9	1.3	-9
COc1ccccc1CNC(=O)CCc1ccccc1	8	0	-1	-2	0	-6	2	0.2	3
Cc1ccc(OCC(COCc2ccccc2)NC(C)C)cc1 (configuration not stated)	0	0	1	4	2	-4	7	-0.7	6
CC1CC(C)CN(S(=O)(=O)N2CCCC(C(=O)NCc3ccccc3Cl)C2)C1 (configuration not stated)	0	-8	-2	0	-2	10	-3	0.7	9
CC(C)(C)C(=O)NC(=S)Nc1ccccn1	-1	1	-7	4	2	-3	2	1.7	-2
CCNc1[nH]c(=O)n(C)c(=O)c1N=O	0	-3	-3	-6	2	-6	14	-0.1	2
Cc1cc(C(=O)N2CCc3c([nH]c4ccccc34)C2c2cccc(Cl)c2)nn1C (configuration not stated)	41	-4	0	3	2	7	3	1.7	1
CCC(NC(=O)c1ccccc1NC(=O)c1ccccc1)C(=O)NNC(=O)c1cccnc1 (configuration not stated)	-1	-2	-5	-3	3	1	2	-2.3	0
Fc1ccccc1NC(=S)N1CCOCC1	3	0	9	-4	6	-10	-4	-0.3	3
O=C(NC1(C(F)(F)F)NC(=O)N(c2ccc(F)cc2)C1=O)c1cccs1 (configuration not stated)	-2	-5	-2	-6	1	6	10	3.7	9
CC1(C(=O)Nc2nc3ccc(S(C)(=O)=O)cc3s2)CC1(Cl)Cl (configuration not stated)	2	0	0	6	0	3	1	0.4	4
C=C(C)C1CC=C(C)/C(=N/NC(=O)COc2cccc(C)c2)C1 (configuration not stated)	2	-4	-1	3	2	2	1	3.1	-4
COc1c(Cl)cccc1-c1cn2ccc(C)cc2n1	4	1	-5	14	-2	2	11	1.1	2
CCCCN(CCCC)C(=O)c1sc2nc(N3CCOCC3)c3c(c2c1N)CCCC3	1	-2	-1	/	-3	0	-6	-0.7	-11
CCNC(=O)NC(=O)C(C)OC(=O)c1oc2ccccc2c1CSC1CCCCC1 (configuration not stated)	4	-2	-3	-5	2	-9	0	2.1	2
CN1CCN(C(=O)c2cccc(S(=O)(=O)N3CCCC3)c2)CC1	-1	/	-2	-1	/	/	9	0.2	-1
O=C1Nc2ccc(F)cc2C12Nc1ccccc1-c1nnc(SCc3ccccc3Cl)nc1O2 (configuration not stated)	8	-2	1	24	5	14	1	-0.1	-9
CCOC(=O)C1=C(Nc2ccccc2)OCC1=O	-6	-1	5	-3	0	-1	6	0.8	-4
COc1ccc(NC(=O)c2ccc(-n3cccn3)c([N+](=O)[O-])c2)cc1	-6	-5	1	8	0	2	4	3.1	-7
O=C(c1cc2ccccc2oc1=O)N1CCN(c2ccc(N3CCOCC3)nn2)CC1	0	-5	0	10	-4	-13	-2	-0.2	3
O=S(=O)(c1ccccc1)c1nc(NCc2ccccc2)sc1Cl	6	-2	1	6	-3	7	-1	2.7	7
CCCCC(CCC(=O)Nc1ccc(C(=O)OCC)cc1)C(=O)O (configuration not stated)	1	-1	2	-8	-4	3	-1	3.5	-7
Cc1ccc(NC(=O)COC(=O)[C@H](C)NC(N)=O)c(C)c1	0	0	0	-1	1	-1	15	-2.2	0

More results follow.
SMILES	AHR act	TPT1 inhibitor	PP1 counter	PAFAH2 FP inh	CTSL1 counter	core dimer inh	proCasp7 act	PP5 primary	proCasp3 act
CCN(CC)S(=O)(=O)c1ccc(N(C)C)c(NC(=O)CC(NC(C)=O)c2ccccc2)c1 (configuration not stated)	2	-2	-2	-1	1	-1	1	3.1	7
O=C(COC(=O)C1COc2ccccc2O1)NC(=O)NC1CCCCC1 (configuration not stated)	-1	-1	-2	0	-4	3	0	0.5	5
CSc1nc(C)cc(C)c1C(N)=O	3	0	0	-3	-2	0	7	0.9	-3
Cc1ccc(NC(=O)CN2C(=O)NC(Cc3ccccc3)C2=O)c(Br)c1 (configuration not stated)	9	0	2	-1	2	1	11	-1.8	3
Cc1csc(C(=O)O)c1-c1c(C)csc1C(=O)O	-1	-4	-1	0	-4	-3	1	0.5	5
O=C(NCCCN1CCCC1=O)c1cc(NS(=O)(=O)c2ccc(F)cc2)cc(NS(=O)(=O)c2ccc(F)cc2)c1	-3	0	-2	13	-3	4	3	-1.6	7
CS(=O)(=O)N1N=C(c2ccco2)CC1c1ccc(Br)cc1 (configuration not stated)	10	2	-5	5	-2	-15	-10	0.8	-7
CCc1c(C)nc(SCC(=O)NC2CCCC2)[nH]c1=O	2	0	-5	6	1	-4	-1	-1.8	1
CCCC1(C(=O)OCC)NC(c2ccc(N(C)C)cc2)C2C(=O)N(c3ccccc3)C(=O)C21 (configuration not stated)	-2	-1	-1	-4	0	0	4	-1.3	8
Cc1ccc(Oc2cc(NN3CCCCC3)c([N+](=O)[O-])cc2[N+](=O)[O-])c(Cl)c1	4	-3	-2	1	0	-8	2	-1.2	-2
O=C(CSc1nc(-c2ccccc2)c(-c2ccccc2)[nH]1)N1CCN(S(=O)(=O)c2ccccc2)CC1	-4	3	3	2	1	8	-6	3.5	3
COc1ccccc1Cc1nnc(NC(=O)C2CCN(C(=O)c3ccco3)CC2)s1	6	-1	2	2	1	-9	-10	1.7	-8
CC(=O)N(CC(C)C(=O)O)c1c(I)cc(I)c(N)c1I (configuration not stated)	7	1	-2	-1	-8	6	-6	5.0	5
COc1cccc(CN(C)CC(=O)NCc2ccccc2Cl)c1OC	2	3	-7	-8	3	-2	4	0.7	2
COc1ccc(C(=O)NCC(=O)N/N=C/c2cccnc2)cc1	-2	-2	-3	-1	1	3	0	-0.3	8
Cc1cccc(-c2nnc(SCC#N)n2-c2cccc(Cl)c2)c1	-3	2	3	8	0	3	4	1.2	-1
